Assay outcomes: PubChem BioAssay, several laboratories
M17LAP inhibition – P. falciparum M17LAP inhibitors, primary screen, biochemical, fluorogenic H-Leu-NHMec substrate, 1536-well (AID 1619) | recombinant M17LAP, H-Leu-NHMec fluorogenic kinetic assay; higher % means a stronger effect | inhibition, % at 30 µM, or IC50 in µM where a hit was titrated | 0.38% of 220,000 active;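 active = compound inhibiting the enzyme by more than half at any dose during confirmatory dose-response retesting; inconclusive = strong single-dose inhibitors picked by rank but not retested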;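 also: plate controls were full reaction with DMSO carrier for no effect and no enzyme background for full effect; strong numbers were not always called active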
AID2073 – disruptors of CaV2.2 binding to Mint1 – biochemical, HTRF (AID 2073). HTRF protein-protein interaction, Mint1-CaV2.2; higher % means a stronger effect. one-dose inhibition, % at 20 µM; IC50 in µM for titrated hits. 0.19% of 290,000 active; in the data active = inhibition mostly above about 51%, no sharp cut-off; inconclusive = no clear call, values can overlap the other calls; inactive = mostly below about 53%; also: some results filed as inactive read as strong as hits
LYP inhibition – PTPN22 lymphoid phosphatase activity blockers – biochemical, fluorescence intensity, uHTS (AID 1779); 0.054% of 290,000 active; inhibition, % at 11.5 µM, or IC50 in µM where a hit was titrated; recombinant LYP phosphatase, fluorescence intensity; higher % means a stronger effect;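 also: plate controls were vehicle with enzyme for no effect and no enzyme for full effect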
P. falciparum M1AAP – P. falciparum M1AAP inhibitors, biochemical, fluorogenic H-Leu-NHMec substrate, 1536-well (AID 1445); one-dose inhibition, % at 30 µM; IC50 in µM for titrated hits; 0.42% of 220,000 active; recombinant M1AAP, H-Leu-NHMec fluorogenic kinetic assay; higher % means a stronger effect;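 active = primary inhibition above the hit cutoff, then over 50% inhibition at one or more dose response concentrations, cut at about 23% in these data, passing the limit was not always enough; inconclusive = conflicting primary data, or primary hits not chosen for dose response; inactive = low primary inhibition, or under 50% at every dose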;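 also: plate controls were DMSO full reaction for no effect and no enzyme background for full effect; strong numbers were not always called active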
Lipid droplet – modulators of hepatic lipid droplet formation; AML12 mouse hepatocytes, oleate lipid droplets, BODIPY imaging; 0.4% of 240,000 active; inhibition, % at 6.5 µM;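 active = lipid droplet intensity inhibited by at least 50%, with more than 500 cells counted; inconclusive = wells with under 300 cells, treated as cytotoxic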
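Assay system: AML12 mouse liver cells | Compound dosing: One dose, 6.5 µM compound | Read-out basis: Droplet intensity reduction, % inhibition | Measured by: Fluorescence imaging, 20x objective, two fields per well | Schedule: Overnight treatment with compound plus oleate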
CSM14.1 death rescue – rescue of cells from ER stress-induced death, primary screen, 384-well, CSM14.1, thapsigargin, ATP luminescence (AID 1222). 190,000 tested, under 10 active. CSM14.1 thapsigargin-induced death rescue, ATP luminescence; higher % means a stronger effect. one-dose cellular ATP content (survival), % at 20 µM; EC50 in µM for titrated hits;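 active = EC50 below 50 µM in the dose-response confirmation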;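 also: death triggered by thapsigargin at about 15 µM added after 2 h compound pretreatment; cell ATP read after overnight thapsigargin exposure of roughly 18 to 22 hours; normalized against plate controls of thapsigargin alone and 5% DMSO vehicle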
XIAP antagonists – small molecules displacing peptide from XIAP – biochemical, IAP family, fluorescence polarization (AID 1018); XIAP BIR domain, fluorescence polarization peptide displacement; higher % means a stronger effect; one-dose displacement, % at 20 µM; IC50 in µM for titrated hits; 0.007% of 200,000 active; in the data active = displacement above about 50%; also: a part of the inactive calls stands beside numbers as strong as those of hits
HEK293 NOD2/NF-kB – inhibition of NOD2-driven NF-kB reporter – cell-based, luminescence, uHTS, HEK293 (AID 1566) | HEK293 NOD2/NF-kB luciferase reporter, luminescence; higher % means a stronger effect | inhibition, % at 4 µM; hits with a dose series show EC50 in µM | 0.63% of 290,000 active; also: many of its hits are not listed in these tables
SIAH1 antagonists – blockers of Siah-1 interaction with plectin peptide – biochemical, fluorescence polarization, rhodamine-plectin, uHTS, primary screen (AID 1817); Siah-1 / rhodamine-plectin peptide fluorescence polarization; higher % means a stronger effect; displacement, % at 20 µM, or IC50 in µM where a hit was titrated; 0.02% of 290,000 active;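 active = displacement of at least 50% at 20 µM, with a fluorescence ratio check between 0.3 and a set limit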;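 also: plate controls were Siah plus tracer with DMSO for no effect and tracer alone without Siah for full effect; strong numbers were not always called active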
Lipid droplet cells 6.5 µM – also measured in Lipid droplet; calls as there; cell count; measured here: cell count, cytotoxicity flag;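 cells counted across two imaged fields per well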
The depositor's hits bear a star; ? = inconclusive; / = not tested or not shown; & = joins results of further samples; ! = repeats disagree. Rule as the data show it, unless noted: active = inhibition above about 50%; inactive = the rest. An excerpt. The share of hits here may be higher or lower than overall.

SMILES	M17LAP inhibition	AID2073	LYP inhibition	P. falciparum M1AAP	Lipid droplet	Lipid droplet cells 6.5 µM	CSM14.1 death rescue	XIAP antagonists	HEK293 NOD2/NF-kB	SIAH1 antagonists
c1csc(-c2noc(CN3CCOCC3)n2)c1	-8%	-1%	4%	0%	-5	588	/	/	-4%	0%
CCCCNC(=O)CNC(=S)N(Cc1ccccc1)Cc1cccs1	3%	-26%	1%	2%	-29	753	-0.3%	1.6%	6%	6%
Oc1ccc(NCc2cccc(OCc3ccccc3)c2)cc1	1%	17%	-9%	11%	-6	764	-1.9%	-1.9%	-10%	22%
O=C(O/N=C/C1=C(Cl)c2ccccc2CC1)c1ccc(F)cc1	-6%	-2%	0%	5%	-55	771	-2.3%	-1.9%	8%	0%
CCOC(=O)CN1C(=O)C(O)(CC(=O)c2ccco2)c2ccccc21 (stereo not drawn)	2%	-3%	-7%	4%	/	/	-1.6%	-2.7%	2%	0%
O=C(COC(=O)c1cccc(N2C(=O)c3ccccc3C2=O)c1)Nc1ccccc1	-1%	-10%	-4%	-4%	-18	654	-1.4%	-2.7%	4%	5%
COc1cc(C)nc(NS(=O)(=O)c2ccccc2Cl)n1	/	-1%	-6%	/	9	835	/	/	-9%	3%
COc1cccc(CN(C)CC(=O)NC(=O)NCc2ccccc2)c1	12%	0%	-7%	3%	4	706	-3.1%	-3.9%	20%	0%
C#CCOCCOCCOCCNc1nc(N2CCOCC2)nc(N2CCN(C(=O)[C@H]([C@@H](C)CC)n3cc([C@@H](N)Cc4ccc(O)cc4)nn3)CC2)n1	1%	18%	-5%	-2%	55*	728*	0.1%	-2.3%	-1%	10%
CCn1cc(/C=C(\NC(=O)c2ccccc2Cl)C(=O)N2CCN(C)CC2)c2ccccc21	/	-5%	-3%	/	-1	692	/	/	16%	2%
O=S(=O)(N1CCCCC1)N1CCN(CC(O)COc2ccc3cc(Br)ccc3c2)CC1 (stereo not drawn)	-1%	21%	-1%	2%	-2	818	-0.7%	-3.1%	4%	-2%
CCOC(=O)c1c(NC(=O)CNCCOC)sc2c1CCCC2	18%	-16%	-1%	8%	-1	751	-0.5%	-4.5%	20%	-7%
Cc1ccc(CNC(=O)C(=O)c2cn(CC(=O)N3CCCC3)c3ccccc23)cc1	/	2%	-10%	/	-6	852	/	/	5%	2%
CCn1c(=O)[nH]c2cc(C(=O)Nc3cc(C)cc(C)c3)ccc2c1=O	4%	18%	-8%	2%	4	694	-0.5%	-8.0%	24%	1%
CC(=O)Oc1ccc(/C=N/NC(=O)c2ccc(N(C)S(=O)(=O)c3ccccc3)cc2)cc1	/	9%	-3%	/	-2	844	/	/	13%	-2%
O=C(Nc1cccc(F)c1)c1coc(=O)c(Br)c1	-18%	27%	-5%	14%	3	623	0.8%	-8.6%	-5%	5%
CCOc1ccccc1NC(=O)COC(=O)CSc1ccc(Cl)cc1	7%	-6%	-6%	-1%	8	675	-1.5%	-5.6%	-3%	4%
Cn1c(=O)c(-c2ccccc2[N+](=O)[O-])c(Cl)c2ccccc21	/	-4%	-7%	/	-10	847	/	/	4%	12%
O=C(Cn1cc([N+](=O)[O-])cn1)N1CCN(Cc2ccc3c(c2)OCO3)CC1	/	10%	-7%	/	-2	783	/	/	4%	6%
CCNS(=O)(=O)c1ccc(OC)c(C(=O)NC2CCCCC2)c1	-3%	?	-2%	1%	-2	755	-0.5%	-6.9%	-10%	7%
O=C(Oc1cccc(C(=S)N2CCOCC2)c1)c1ccc([N+](=O)[O-])cc1[N+](=O)[O-]	/	-20%	2%	/	-2	806	/	/	6%	6%
CN(/N=C/c1ccc(N(C)C)cc1)C1=NS(=O)(=O)c2ccccc21	/	21%	-2%	/	1	817	/	/	10%	-13%
CN(C)S(=O)(=O)c1ccc(Cl)c(NC(=O)CSc2nc3ccccc3c(=O)n2CCCN2CCOCC2)c1	-10%	-14%	-5%	1%	1	667	6.2%	1.3%	19%	5%
Cc1cc(C(=O)CN2C(=O)NC3(CCCc4ccccc43)C2=O)c(C)n1C (stereo not drawn)	-4%	-8%	-6%	-7%	1	681	-2.3%	-8.6%	-3%	-1%
Cc1ccc(-c2nc(CN(Cc3c(C)nn(C)c3C)C(C)C)c(C)o2)o1	-18%	20%	-6%	5%	10	737	-0.9%	-3.2%	-2%	-5%
Cc1ccccc1Nc1nc(N)nc(-c2oc3ccccc3c2C)n1	10%	16%	6%	2%	-3	681	/	/	-70%	3%
O=C(CSc1nnnn1C1CCCCC1)N1CCCC1	-1%	5%	-9%	-2%	/	/	0.0%	-0.2%	-10%	-3%
O=C1Nc2ccccc2/C1=C/c1cnc(-c2ccccc2)[nH]1	-6%	12%	-2%	6%	19	737	/	/	-211%	14%
Cc1cc2oc(C(=O)N(Cc3ccco3)C3CCS(=O)(=O)C3)cc(=O)c2cc1Cl (stereo not drawn)	6%	3%	-4%	7%	-1	627	0.6%	-6.6%	-1%	3%
Cc1ccc(NC(=O)CCC(=O)NNC(=O)c2ccco2)cc1C	-3%	2%	-8%	1%	/	/	-1.0%	-0.1%	20%	2%
CC(NC(=O)c1ccc(S(=O)(=O)C(F)F)cc1)c1ccccc1 (stereo not drawn)	-3%	-3%	-2%	1%	3	714	/	-4.9%	-12%	-5%
Cc1ccc(S(=O)(=O)NCCc2ccncc2)cc1C	-2%	3%	-7%	12%	5	696	0.7%	5.5%	-11%	-6%
CC(C)CCNC(=O)Cc1ccccc1[N+](=O)[O-]	12%	14%	0%	4%	/	/	-2.8%	-5.6%	-7%	2%
CCOc1ccc(Br)cc1S(=O)(=O)Nc1cccc(S(=O)(=O)N(CC)CC)c1	13%	15%	4%	12%	-17	611	-0.2%	0.6%	-12%	6%
CCn1nnnc1SCCSc1nnnn1CC	-10%	-4%	-7%	8%	0	656	-3.3%	-6.5%	7%	-4%
CSc1ccc(C2C(C#N)=C(N)N(c3ccccc3)C3=C2C(=O)CCC3)cc1 (stereo not drawn)	9%	13%	2%	6%	-3	758	-2.2%	-6.7%	-1%	-10%
Cc1ccc(C(=O)NN=C2CCCCCC2)s1	/	2%	-11%	/	-8	823	/	/	7%	2%
COc1ccccc1OCC(=O)NCCSCc1ccc(Cl)cc1	9%	1%	-3%	-1%	-32	656	-1.5%	-5.7%	2%	-1%
COC(=O)c1cccn(CC(=O)c2ccc(Cl)cc2)c1=O	2%	-5%	-4%	1%	-5	650	-0.9%	-0.6%	9%	4%
Cc1cc(C)cc(NC(=O)c2ccc(CNc3c(N4CCCC4)c(=O)c3=O)cc2)c1	16%	-7%	1%	7%	11	677	/	/	14%	0%
COc1cccc(C(=O)NC(=S)Nc2ccc([N+](=O)[O-])cc2C)c1	0%	-12%	-3%	0%	19	616	5.3%	-1.4%	4%	6%
COCCNC(=O)CN(C(=O)CCC(=O)Nc1ccccn1)c1ccc(F)cc1	17%	6%	-5%	9%	/	/	-0.1%	-0.5%	19%	3%
CCCOc1ccc(C2C(C(=O)/C=C/c3ccco3)=C(O)C(=O)N2CCN2CCOCC2)cc1OC (stereo not drawn)	8%	22%	8%	10%	2	711	-1.0%	-2.7%	5%	4%
COC(=O)Cn1ccc2cc(S(=O)(=O)N3CCCCC3)ccc21	/	8%	-5%	/	-19	748	/	/	2%	2%
CCn1cc(C(=O)N[C@@H](CC(C)C)C(=O)NCCCn2ccnc2)c(=O)c2cc3c(cc21)OCO3	/	5%	-9%	/	-6	730	/	/	8%	2%
CC(C)c1ccc(C2NC(=O)NC3=C2CCc2ccccc23)cc1 (stereo not drawn)	-5%	-36%	-1%	21%	-35	799	0.4%	52%*	14%	-5%
Oc1c(Br)cc2oc3c(c2c1CNCc1ccccc1)CCCC3	0%	-6%	0%	34%*	10	796	-1.3%	-4.4%	-4%	-2%
O=C(OCCN1CCOCC1)C(c1ccccc1)c1ccccc1	-9%	27%	-7%	3%	/	/	0.0%	-23%	10%	2%
C/C=C\C=C/C(=O)Nc1cccc(C2=NOC3(C2)C[C@@H](C(N)=O)N(C(=O)COc2ccc(Cl)cc2)C3)c1 (stereo partly drawn)	0%	-4%	-3%	1%	-24	708	/	/	8%	-2%
CCCCOCP(=O)(CC)COCCCC	9%	-4%	-9%	4%	2	814	0.2%	-5.5%	6%	0%
CCCNC(=O)CN(c1ccc(F)c(Cl)c1)S(C)(=O)=O	5%	0%	-9%	-4%	1	755	-1.1%	-6.2%	3%	1%
COc1ccc(-n2cc(CNCCN3CCOC3=O)c(-c3ccccc3Cl)n2)cc1	4%	3%	0%	2%	1	713	/	/	9%	0%
COc1ccccc1CN1C[C@@H]2C[C@@H](c3ccc(C)cc3)N3CCC[C@@]23C1=O	/	-4%	-6%	/	7	707	0.0%	-5.4%	-21%	-2%
Cc1nn(-c2ccc(F)cc2)c2c1cc(C#N)c1nc3ccccc3n12	-8%	18%	-3%	12%	12	722	-1.6%	-0.9%	20%	-7%
O=C1CCCC2=C1C1(CCCC1)N=C(Nc1nc3ccccc3o1)N2	/	25%	-5%	/	/	/	-0.3%	-2.4%	-31%	0%
O=C(O)c1cc(-c2ccco2)nc2ccc(Br)cc12	23%&-1%	0%&13%	3%&5%	28%*!	-8&13	672&754	-1.4%	-4.1%&-7.7%	13%&-10%	-2%&9%
Cc1ccc(Cl)cc1NC(=S)N(CCCN1CCN(C)CC1)Cc1ccco1	-6%	-18%	-6%	0%	-10	678	0.4%	-3.8%	6%	-5%
CCC(C)C(NC(=O)C(N)CC(C)C)C(=O)NC(CCC(=O)OCc1ccccc1)C(N)=O (stereo not drawn)	22%	3%	-2%	9%	-7	781	0.0%	-5.1%	18%	1%
Cc1ccc(C(=O)NC2(C(F)(F)F)N=C3SCCN3C2=O)cc1 (stereo not drawn)	37%	3%	-5%	13%	-14	831	0.8%	-4.5%	13%	1%
O=C1N=C(N2C=CC(=C3C=CNC=C3)C=C2)/C(=C/N=NC(=O)c2ccccc2O)S1	/	-2%	-2%	/	0	685	/	/	-6%	6%
COc1cc(-c2nnc(-c3cccnc3)o2)cc(OC)c1OC	-2%	9%	-4%	1%	16	797	4.4%	-0.4%	10%	-1%
